CYP2C9 inh: inhibitors of human CYP2C9. CYP2C9 Supersomes, luciferin-H conversion, luminescence. inhibition, % at 5 µM. 96,000 compounds, 20% hits;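 active = blocking of liver enzyme CYP2C9 beyond about 50% at 5 µM, limit read from the data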; also: values of inactives mirror those of a sister screen read the other way
Plk1 PBD FP: inhibitors of human Plk1 polo box domain binding; P53350; Plk1 PBD phosphopeptide binding, fluorescence polarization; inhibition, %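 (tested at about 20 µM)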; 97,000 compounds, 0.13% hits; AID 693; in the data active = inhibition above about 34%, passing the limit was not always enough
LYP act: activators of human LYP (PTPN22) phosphatase; recombinant LYP, DiFMUP fluorescence; 0 = plate median, 100 = signal doubled; activation, % at 2 µM; 96,000 compounds, 0.11% hits; AID 697;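 active = activation at 2 µM above a set limit, the mean plus 5 SD, cut at about 37% in these data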
Target sequence (Q9Y2R2 whole entry, looked up): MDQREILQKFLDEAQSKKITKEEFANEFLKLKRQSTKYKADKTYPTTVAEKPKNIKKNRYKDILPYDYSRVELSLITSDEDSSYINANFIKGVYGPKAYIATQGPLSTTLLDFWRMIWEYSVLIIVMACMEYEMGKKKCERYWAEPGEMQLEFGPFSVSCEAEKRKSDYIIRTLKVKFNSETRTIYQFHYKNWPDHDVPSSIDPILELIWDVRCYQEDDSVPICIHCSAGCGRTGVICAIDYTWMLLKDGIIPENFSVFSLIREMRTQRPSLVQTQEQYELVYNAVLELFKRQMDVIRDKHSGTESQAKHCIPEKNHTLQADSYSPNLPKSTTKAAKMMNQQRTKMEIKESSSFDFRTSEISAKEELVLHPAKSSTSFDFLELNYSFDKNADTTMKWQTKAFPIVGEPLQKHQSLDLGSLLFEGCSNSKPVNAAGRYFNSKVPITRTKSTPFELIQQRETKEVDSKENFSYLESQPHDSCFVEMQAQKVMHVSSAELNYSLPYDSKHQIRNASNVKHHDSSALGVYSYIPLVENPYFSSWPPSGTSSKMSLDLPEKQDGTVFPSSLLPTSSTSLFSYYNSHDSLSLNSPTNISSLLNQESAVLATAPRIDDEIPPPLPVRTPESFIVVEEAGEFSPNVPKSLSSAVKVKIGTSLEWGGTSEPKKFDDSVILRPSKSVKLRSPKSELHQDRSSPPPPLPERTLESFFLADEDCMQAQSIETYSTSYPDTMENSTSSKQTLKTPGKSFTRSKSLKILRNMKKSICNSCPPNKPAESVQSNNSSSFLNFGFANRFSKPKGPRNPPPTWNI
CYP2C9 act: activators of human CYP2C9 | activation factor at 5 µM | AID 1024 | recombinant CYP2C9, luciferin-H conversion, luminescence; hits give high values; factor 1 = untreated enzyme, 0 = blocked | 96,000 compounds, 1.4% hits | P11712;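 active = activation factor of 2 or more for CYP2C9 at a 5 µM dose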;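 also: 0 = sulfaphenazole-blocked wells and 1 = vehicle-only wells; values of inactives mirror those of a sister screen read the other way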
Calb biofilm kill: kills Candida albicans biofilms | C. albicans biofilm + clotrimazole, Alamar Blue | inhibition, % at 6 µM | 85,000 compounds, 0.14% hits;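 active = inhibition above 20%; inactive = inhibition below 20%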;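 also: preformed 24 hr biofilms exposed to compound for 48 hr; 0% = biofilm without compound and 100% = blank killed by clotrimazole plus chlorhexidine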
HIV Rev-RRE inh: disrupts HIV-1 Rev binding to RRE RNA. P05866. inhibition, % at 8 µM. Rev peptide-RRE RNA binding, FRET. AID 704. 97,000 compounds, 0.79% hits;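 active = inhibition above the screen-wide mean plus 3 SD, cut at about 35% in these data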;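 also: 0% = median DMSO wells and 100% = median Neomycin B control wells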
Target sequence (P05866 whole entry, looked up): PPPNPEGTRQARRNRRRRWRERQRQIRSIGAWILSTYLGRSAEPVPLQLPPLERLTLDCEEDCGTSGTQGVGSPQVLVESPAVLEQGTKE
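Probe or stimulus: fluorescein-Rev peptide as binding partner; assay system: Cy5-tagged RRE RNA duplex with fluorescein-tagged Rev peptide; timing: 5 min compound–RNA preincubation, then 15 min with peptide, 25 °C; medium: HEPES pH 7.5 buffer with KCl, MgCl2, NaCl and EDTA; signal: fluorescein-to-Cy5 FRET, 480 nm excitation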
PLK1 kinase inh: inhibitors of human PLK1 kinase | recombinant PLK1 kinase, TR-FRET peptide phosphorylation | P53350 | 97,000 compounds, 0.53% hits | inhibition, % at 10 µM | AID 619;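 active = inhibition of 50% or more in the single-concentration screen; inactive = inhibition below 50%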;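 also: 0% = DMSO max control and 100% = H-89 dihydrochloride min control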
EphB4 ephrin blk: blocks human EphB4 binding to ephrin-B2 | inhibition, % at 7 µM | EphB4 LBD / TNYL-RAW-Alexa532 peptide, fluorescence polarization | 97,000 compounds, 0.15% hits | P54760 | AID 720;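 active = inhibition above the screen-wide mean inhibition plus 3 SD, cut at about 15% in these data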;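 also: 0% = DMSO wells and 100% = excess unlabeled TNYL-RAW peptide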
PTPN22 inh 2: inhibitors of human LYP (PTPN22) phosphatase | Q9Y2R2 | recombinant LYP catalytic domain, DiFMUP fluorescence | inhibition, % at 2 µM | 96,000 compounds, 0.21% hits;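 active = inhibition at 2 µM at or above a set limit, the screen mean plus 3 SD, cut at about 24% in these data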;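 also: 0% = DMSO with enzyme and 100% = enzyme fully blocked by orthovanadate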
* hit, by the source's call; x = not tested or not shown.

Each structure is followed by: LYP act	CYP2C9 act	EphB4 ephrin blk	PLK1 kinase inh	CYP2C9 inh	HIV Rev-RRE inh	Calb biofilm kill	Plk1 PBD FP	PTPN22 inh 2
> CC(=O)Nc1ccc(NC(=O)C(F)(F)F)cc1
  0	x	8	0	x	9	6	8	-2
> COC(=O)\C(C(C)=O)=C(/C=C/C=C/N(C)C)N(C)C
  3	0.9	1	-3	12	-2	10	-10	-3
> O=C(CCCn1c(=O)[nH]c2ccsc2c1=O)N1CCN(c2ccccn2)CC1
  17	0.8	-4	-5	18	0	9	-7	-13
> CCOc1ccc(N(CC(=O)NC(C)(C)C)C(=O)c2ccco2)cc1
  8	0.1	-6	-9	90*	-7	-2	-41	-5
> COC(=O)C(C)(C)NC(=O)c1cccs1
  -4	1	8	-12	1	13	-5	-2	7
> CCn1c(CNC(=O)c2ccco2)nnc1SCC(=O)Nc1ccc(Br)cc1F
  11	x	5	-6	x	7	1	10	-19
> CCOC(=O)c1ccc(NC=C2C(=O)OC3(CCCCC3)OC2=O)cc1
  5	1.1	0	-2	-7	7	3	-2	-8
> CC(=O)c1ccc(N2CCN(C(=S)Nc3cccc(F)c3)CC2)cc1
  4	0.9	-6	-2	13	0	x	-14	0
> O=C(Nc1cccnc1)C1OCCc2ccccc21 (stereo not drawn)
  -4	1.1	0	-11	-12	6	7	1	-2
> O=C(c1cnn2c1NC(c1ccc(Br)cc1)CC2C(F)(F)F)N1CCN2CCCC2C1 (stereo not drawn)
  7	0.9	3	1	8	9	9	-19	-8
> Cc1nnc(N(Cc2ccco2)C(=O)c2ccc(C#N)cc2)s1
  -27	x	-2	-7	x	2	7	2	27*
> O=C(O)CSc1c2c(nc3cc(C(=O)N4CCOCC4)ccc13)CCCC2
  -10	1	-4	-6	-2	4	6	-14	8
> S=c1nc2ccccc2c2nc(-c3ccccc3)[nH]n12
  0	0.9	-3	-5	5	-1	6	-18	-3
> O=C(CSCC(=O)c1ccccc1)Nc1ccccc1Cl
  -4	1	1	-16	1	3	x	10	10
> COc1cc(N2C(=O)CSC23C(=O)Nc2ccccc23)cc(OC)c1OC (stereo not drawn)
  -1	0.8	-3	-6	19	3	3	-2	3
> Cc1cccc(NC(=O)c2sc3nc4c(c(-c5ccco5)c3c2N)CCC4)c1
  -3	0.8	6	-11	18	19	-5	3	4
> COc1ccc(-c2cc3nc(-c4ccccc4)cc(N4CCC5(CC4)OCCO5)n3n2)cc1
  -4	0.7	-3	-22	32	-3	6	1	3
> COc1ccc(-n2c(SC)nc(O)c(Cc3ccccc3)c2=O)cc1
  -4	1	1	-13	-5	7	x	-35	6
> CCC(C(=O)NC1CCCC1)N(Cc1ccc2c(c1)OCO2)C(=O)c1snc(C(N)=O)c1N (stereo not drawn)
  1	0.6	0	-10	44	6	5	5	-2
> O=C1c2ccccc2C(=O)N1CCCCSc1nnc2c(Cl)cc(Cl)cn12
  8	0.8	1	0	17	2	1	22	-10
> Cc1occc1-c1nnc(SCC(=O)N2CCOCC2)o1
  -2	1.1	1	-1	-8	4	6	-10	0
> O=C(NCc1ccco1)c1cccn2c(=O)c3c4c(sc3nc12)CCCC4
  -4	0.4	-1	-10	60*	4	x	6	6
> CCc1nc(SCc2ccccn2)c2c(=O)n(C)c(=O)n(C)c2n1
  -7	x	1	-17	x	6	12	2	4
> CCCCCCc1c(O)nc(SCC(=O)O)[nH]c1=O
  -7	0.7	x	-14	28	x	4	-7	6
> CCN(CC)C(=O)CSc1nnc(COc2ccccc2)n1CC
  3	0.9	-3	-9	14	0	5	-11	0
> CC(=O)Nc1nc(C)c(S(N)(=O)=O)s1
  9	1	-6	-4	3	0	6	1	-11
> CCC(=O)N(Cc1cc(=O)[nH]c2ccccc12)c1cccc(C)c1
  3	0.7	-2	-6	27	3	4	1	-6
> Cc1ccsc1C(=O)Nc1cc(C(C)(C)C)nn1-c1ccccc1
  -1	0.8	2	-11	23	4	x	-3	-1
> CCS(=O)(=O)n1nc(-c2ccccc2)nc1SCc1ccccc1
  2	0.1	0	-9	88*	10	7	6	2
> O=[N+]([O-])c1ccc(Sc2nccn2Cc2ccccc2)cc1
  1	0.3	-5	-1	70*	-5	x	-18	4
> CCOC(=O)c1cc(-c2ccc(F)cc2)n(CC(=O)N2CCCC2)c1C
  -6	0.9	2	-7	9	7	-2	16	4
> O=c1c2ccccc2[nH]c(=S)n1CCN1CCN(Cc2ccccc2)CC1
  -4	0.8	3	-13	21	4	6	-14	1
> CCn1c(CC(=O)Nc2ccccc2F)nnc1SCC(=O)N1CCN(c2ccccc2)CC1
  -3	0.6	6	-11	44	9	2	0	3
> CCOC(=O)CN1CC23C=CC(O2)C(C(=O)NC2CCCCCC2)C3C1=O (stereo not drawn)
  13	1	-5	-9	3	7	2	-14	-13
> CCOC(=O)c1sc(C(=O)OCC)c(OCCO)c1OCCO
  6	0.8	4	-1	16	4	6	-32	-5
> COCCCn1c(SCC(=O)OC2CCCCC2)nnc1-c1ccco1
  -7	2.2*	1	-13	-123	-1	7	-16	7
> O=C(NC1CCCCC1)C1CCCN(c2nnnn2-c2ccccc2)C1 (stereo not drawn)
  2	0.6	-6	-7	38	0	7	-12	-2
> Cc1c(Br)ccc(NC(=O)CCN2C(=O)C3C4CCC(C4)C3C2=O)c1C (stereo not drawn)
  -1	1.7	-6	-8	-74	5	x	1	0
> Cc1cc(O)c(C(C[N+](=O)[O-])c2ccc(Cl)cc2)c(=O)o1 (stereo not drawn)
  -11	0.2	1	-10	84*	7	x	16	10
> COc1cc(C2Nc3ccccc3C(=O)N2c2ccccc2OC)ccc1O (stereo not drawn)
  -2	0.2	3	-10	79*	5	1	6	3
> COc1ccc(C)cc1NC(=O)c1ccc(S(=O)(=O)N2CCOCC2)cc1
  -1	3.6*	-2	1	-264	8	8	-6	0
> CCCN1CCCc2ccccc21
  7	1.1	-1	2	-11	1	4	-30	-6
> CCOC(=O)C(O)(CC(=O)c1ccc(OC)cc1)C(F)(F)F (stereo not drawn)
  -3	x	2	-7	x	8	-3	1	3
> Clc1ccc(C(c2nnnn2C2CCCC2)N2CCN(Cc3ccncc3)CC2)cc1 (stereo not drawn)
  -15	0.1	4	-8	90*	1	x	-14	15
> O=C(CC1C(=O)N(c2ccccc2)C(=O)N1C1CCCCC1)Nc1ccccc1 (stereo not drawn)
  3	0.8	6	-13	18	9	-2	-13	0
> COc1ccc(-c2nc(Cn3c(SCc4ccc(F)cc4)nc4ccncc43)c(C)o2)cc1OC
  -8	0.1	5	-9	90*	6	13	0	5
> COCCCNc1nc(-c2ccncc2)nc2ccccc12
  -1	0.3	-8	8	71*	1	6	10	0
> CCOC(=O)c1c(NC(=O)CSc2nnc(CNc3ccc(F)cc3)o2)sc(C)c1C
  3	0.4	3	-1	63*	3	10	3	-2
> CC(C)C1S/C(=N/N=C/c2cccs2)NC1=O (stereo not drawn)
  -2	0.8	-2	-5	21	5	x	5	5
> Cc1cccc(NC(=O)CSc2nnc(-c3ccccc3Br)o2)c1C
  -8	0.9	-6	1	14	4	5	5	7
> CCOC(=O)CSc1nnc(C)n1N
  7	1	-7	-9	-2	7	6	2	-8
> Cc1cc(=O)[nH]c2c(C)c(N)ccc12
  -6	0.9	-1	-12	10	-2	4	-8	5
> Cc1cccc(-c2noc(CN(C(=O)C(c3ccccc3)c3ccccc3)C(C)C)n2)c1
  -4	0.5	-7	3	51*	1	4	17	2
> Cc1cccc(NC(=O)C2CC(O)CN2C(=O)OCc2ccccc2)c1 (stereo not drawn)
  2	0.8	0	2	17	1	2	9	-5
> CCCc1nnc(SCC(=O)N2CCCCC2C)n1CCCOC (stereo not drawn)
  -5	1	4	-10	0	1	7	5	8
> O=C(CSc1ccc2ccccc2n1)c1ccc2c(c1)OCO2
  -5	0.7	-3	1	33	8	7	8	7
> Cc1cccc(Cn2c(=O)n(Cc3ccco3)c(=O)c3ccccc32)c1
  1	0.4	3	-4	62*	7	2	-33	-8
> N#Cc1c(NC(=O)c2cccnc2)sc2c1CCC2
  17	0.8	-5	-2	20	7	2	5	-17
> COC(=O)c1ccc(N2C(=O)CC(Sc3n[nH]c(C)n3)C2=O)cc1 (stereo not drawn)
  -5	1	-10	-2	5	8	3	-12	5
> CC(=O)c1c(C)n(C)c2ccc(O)cc12
  7	1	2	-14	3	1	x	-15	-9

(list continues)
Each structure is followed by: LYP act	CYP2C9 act	EphB4 ephrin blk	PLK1 kinase inh	CYP2C9 inh	HIV Rev-RRE inh	Calb biofilm kill	Plk1 PBD FP	PTPN22 inh 2
> CCSc1n[nH]c2nc3c(c(=O)n12)C1(CCCC1)Cc1ccccc1-3
  13	0.5	-5	-4	49	-2	6	-22	-9
> COc1cc(OC)c(C(=O)Nc2ccc(S(=O)(=O)Nc3ncccn3)cc2)cc1OC
  -4	1	-2	-9	3	5	7	-17	2
> CCCC1CCC(C(=O)Nn2cnc3ccccc3c2=O)CC1 (stereo not drawn)
  -1	0.4	4	-11	56*	-3	6	-8	0
> O=C(O)CCCSCC(=O)Nc1ccccc1
  10	1.2	3	-3	-17	6	7	-7	-9
> Cc1cc(C)n2nc(C(=O)NC(C)(C)C)nc2n1
  3	1.1	-6	-10	-10	3	x	7	-1
> N#CCCN(C(=O)CSc1nc(-c2ccccc2)cn1N)c1ccc(F)cc1
  -8	0.9	7	-7	14	7	-1	10	11
> O=C(COc1ccccc1C(=O)N/N=C\c1ccc(O)c(O)c1)N/N=C/c1ccc(O)c(O)c1
  -28	0.8	-1	86*	16	1	x	5	32*
> CCN(CC)C(=O)CSc1nc(C)cc(-c2cccs2)c1C#N
  1	0.9	1	-6	10	6	x	-2	-1
> CN(C)S(=O)(=O)c1ccc(C(=O)Nc2nc(-c3cccs3)cs2)cc1
  x	1	-2	11	2	1	6	-20	x
> O=C(NCc1cccs1)c1cc2ccccc2o1
  -8	0.8	6	-9	18	4	9	19	5
> COc1ccc(NC(=O)CCS(=O)(=O)c2ccc(OC)cc2)cc1
  1	0.6	1	-8	43	9	x	-25	2
> CC1CCN(C(=O)CN2C(=O)c3ccccc3S2(=O)=O)CC1
  -6	0.9	0	-7	9	2	9	-17	3
> CC1(C)CC2CC(C)(CN2c2ncnc3ccccc23)C1 (stereo not drawn)
  0	0.7	0	-11	34	4	9	10	-3
> CCC(=O)N1CCc2cc(S(=O)(=O)CCC(=O)NCCc3ccc(OC)c(OC)c3)ccc21
  4	0.4	3	4	55*	5	7	15	-6
> COc1ccc(Cl)cc1C(=O)N(Cc1nc(-c2cccc(C)c2)no1)C(C)C
  -2	0.7	-3	-6	30	4	8	-12	-1
> O=C(Nc1ccc(Br)cc1F)C1CCCN(S(=O)(=O)c2cnc[nH]2)C1 (stereo not drawn)
  2	0.2	1	-4	79*	6	-1	4	-4
> CSCCC(NS(=O)(=O)c1ccc2c(c1)OCCO2)C(=O)NCCc1ccccn1 (stereo not drawn)
  5	0.7	-4	4	26	-2	3	5	-8

A different layout for some results above.
| SMILES | LYP act | CYP2C9 act | EphB4 ephrin blk | PLK1 kinase inh | CYP2C9 inh | HIV Rev-RRE inh | Calb biofilm kill | Plk1 PBD FP | PTPN22 inh 2 |
| --- | --- | --- | --- | --- | --- | --- | --- | --- | --- |
| CCCCCCc1c(O)nc(SCC(=O)O)[nH]c1=O | -7 | 0.7 | x | -14 | 28 | x | 4 | -7 | 6 |
| CCN(CC)C(=O)CSc1nnc(COc2ccccc2)n1CC | 3 | 0.9 | -3 | -9 | 14 | 0 | 5 | -11 | 0 |
| CC(=O)Nc1nc(C)c(S(N)(=O)=O)s1 | 9 | 1 | -6 | -4 | 3 | 0 | 6 | 1 | -11 |

Screening data: PubChem BioAssay, several laboratories
